High-throughput results: PubChem, Sanford-Burnham Center for Chemical Genomics
KOR beta-arrestin-1: KOR agonists, beta-arrestin recruitment, primary screen, cell-based, luminescence, uHTS (AID 1777); KOR beta-arrestin recruitment, luminescence; higher % means a stronger effect; one-dose activation, % at 10 µM; EC50 in µM for titrated hits; 280,000 tested, 0.02% active; in the data active = activation above about 50%, passing the limit was not always enough; note: a part of the inactive calls stands beside numbers as strong as those of hits
GPR55 LPI antagonism: inhibition of LPI-stimulated GPR55 beta-arrestin translocation – imaging, U2OS, beta-arrestin-GFP, LPI agonist, primary screen (AID 2013); U2OS GPR55 beta-arrestin-GFP translocation imaging, LPI antagonism; higher % means a stronger effect; inhibition, % at 10 µM; hits with a dose series show IC50 in µM; 290,000 tested, 0.13% active;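 active = spots per cell inhibited over 60%, with over 100 cells counted and total cytoplasm intensity under 500,000; inconclusive = wells with under 100 cells, flagged as likely toxic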;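 note: U2OS cells stably carrying GPR55 and arrestin-GFP stimulated by 5 µM LPI near EC80; imaged beta-arrestin-GFP aggregate spots per cell after agonist stimulation; plate controls were LPI-stimulated DMSO wells for no effect and DMSO wells without LPI for full effect; some results filed as inactive read as strong as hits; confirmed hits need IC50 under 10 µM and bright autofluorescent wells are also inconclusive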
HIV fusion peptide: inhibitors of HIV fusion peptide binding, primary screen, biochemical, uHTS, fluorescence dequenching (AID 1986); inhibition, % at 20 µM, or IC50 in µM where a hit was titrated; 290,000 tested, 0.3% active; cell-free peptide binding, fluorescence dequenching, 30 min; higher % means a stronger effect; in the data active = inhibition mostly above about 52%, no sharp cut-off; inactive = mostly below about 76%; note: some results filed as inactive read as strong as hits
NOD1 NF-kB reporter: inhibition of NOD1-driven NF-kB reporter – cell-based, luminescence, uHTS, primary screen (AID 1578); NOD1-driven NF-kB luciferase reporter cells, luminescence; higher % means a stronger effect; inhibition, % at 4 µM; hits with a dose series show EC50 in µM; 290,000 tested, 1% active; in the data active = inhibition mostly above about 36%, no sharp cut-off; inactive = mostly below about 34%;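 note: HEK-293T reporter cells stimulated with the NOD1 agonist gamma-tri-DAP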
AID2073: disruptors of CaV2.2 binding to Mint1 – biochemical, HTRF (AID 2073). HTRF protein-protein interaction, Mint1-CaV2.2; higher % means a stronger effect. inhibition, % at 20 µM, or IC50 in µM where a hit was titrated. 290,000 tested, 0.19% active; in the data active = inhibition mostly above about 51%, no sharp cut-off; inconclusive = no clear call, values can overlap the other calls; inactive = mostly below about 53%; note: some results filed as inactive read as strong as hits
SIAH1 antagonists: Siah-1 peptide-binding antagonists, primary screen, biochemical, fluorescence polarization, rhodamine-plectin, uHTS (AID 1817); Siah-1 / rhodamine-plectin peptide fluorescence polarization; higher % means a stronger effect; displacement, % at 20 µM; hits with a dose series show IC50 in µM; 290,000 tested, 0.02% active;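 active = displacement of at least 50% at 20 µM, with a fluorescence ratio check between 0.3 and a set limit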;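 note: plate controls were Siah plus tracer with DMSO for no effect and tracer alone without Siah for full effect; strong numbers were not always called active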
GPR35 arrestin U2OS: GPR35 antagonists blocking zaprinast-driven arrestin recruitment, primary screen, imaging, U2OS, beta-arrestin-GFP, zaprinast agonist (AID 2058). 290,000 tested, 0.052% active. U2OS GPR35 beta-arrestin-GFP translocation imaging, zaprinast antagonism; higher % means a stronger effect. one-dose inhibition, % at 10 µM; IC50 in µM for titrated hits;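 active = inhibition of at least 50% with at least 30 cells and total cytoplasm GFP at most 10,000,000; inconclusive = under 30 cells or total GFP of 10,000,000 plus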
KOR beta-arrestin-2: KOR antagonists, beta-arrestin recruitment, cell-based, luminescence, uHTS (AID 1778). KOR beta-arrestin recruitment, luminescence, antagonist mode; higher % means a stronger effect. inhibition, % at 10 µM; hits with a dose series show IC50 in µM. 290,000 tested, 0.091% active; in the data active = inhibition above about 50%; note: strong numbers were not always called active
GPR55 activation: GPR55 agonists via beta-arrestin recruitment, primary screen, imaging, U2OS cells, beta-arrestin-GFP redistribution (AID 1961); U2OS GPR55 beta-arrestin-GFP redistribution imaging; higher % means a stronger effect; one-dose activation, % at 10 µM; EC50 in µM for titrated hits; 290,000 tested, 0.048% active;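 active = activation above 40% with more than 50 cells counted in the well; inconclusive = wells holding fewer than 50 cells, flagged as toxic or sparse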;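 note: U2OS osteosarcoma cells stably expressing GPR55 and beta-arrestin-GFP; plate controls were DMSO negative control for no effect and LPI positive control for full effect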
Active calls of the source: *; ? = inconclusive; nt = no result given; [ ] = another dose, or the depositor's remark.

SMILES	KOR beta-arrestin-1	GPR55 LPI antagonism	HIV fusion peptide	NOD1 NF-kB reporter	AID2073	SIAH1 antagonists	GPR35 arrestin U2OS	KOR beta-arrestin-2	GPR55 activation
COc1ccc(C=O)cc1CSc1ncccc1C(=O)O	-6.0%	4%	2.8%	1%	11%	4%	-9%	2%	-0.1%
O=C(O)CN1CCCCC1	nt	16%	-1.0%	9%	-1%	-8%	20%	-10%[20 µM]	0.2%
CCCNC(=O)c1ccc(-c2nc3ccccc3s2)s1	-7.8%	-2%	14%	-50%	?	2%	13%	-16%	-0.2%
COc1cc(NC(=S)NC(=O)c2ccc(F)cc2)ccc1NC(=O)c1ccco1	7.3%	15%	2.4%	12%	9%	16%	6%	0%	0.1%
CC(=O)c1ccc(NC(=O)c2cc(C)no2)cc1	-7.1%	-4%	-0.9%	-1%	12%	1%	2%	4%	0.0%
O=C(Nc1nnc(-c2ccccn2)o1)c1cccc(Br)c1	-5.0%	0%	12%	-22%	9%	-1%	-1%	12%	0.3%
O=C(CCCOc1cccc(Br)c1)NC1CCC(O)CC1 (configuration not stated)	-4.0%	-2%	0.4%	-24%	2%	0%	2%	-8%	0.0%
CCC(=O)c1ccc(O)c(OC)c1	-1.0%	12%	-1.0%	-29%	4%	4%	15%	10%	0.9%
O=C(COC(=O)CNC(=O)c1ccc2c(c1)OCO2)Nc1ncc(Cl)cc1Cl	0.7%	-9%	-1.2%	-26%	-1%	-3%	-5%	-34%	-0.4%
COc1ccc(C(=O)N[C@H](C(=O)OCc2cc(=O)oc3cc(C)ccc23)C(C)C)cc1	-0.2%	7%	0.7%	-7%	-1%	1%	5%	-13%	0.2%
O=C(COc1ccccc1)Nc1sc2c(c1C(=O)NCc1cccnc1)CCCC2	-5.9%	16%	-6.1%	-16%	10%	2%	-2%	14%	-0.1%
CC(=O)c1ccc2c(c1)C1C=CCC1C(C(=O)O)N2 (configuration not stated)	nt	0%	59%	-18%	?	30%	9%	-32%[20 µM]	-0.1%
NC(=O)c1ccc(C23CC4CC(CC(C4)C2)C3)o1	1.6%	7%	1.3%	7%	-2%	11%	-6%	-14%	-0.1%
CCOC(=O)N1CCC(NC(=O)CCC(=O)N2CCOc3ccccc32)CC1	-0.3%	6%	-1.3%	14%	-3%	0%	-4%	-4%	-0.1%
CNS(=O)(=O)c1cn(CC(=O)NCc2ccc(N(C)C)cc2)cc1S(=O)(=O)NC	-8.5%	24%	-0.9%	9%	4%	-2%	-9%	8%	1.5%
CCCC(=O)Nc1cc(C(=O)N(C)CC(OC)OC)ccc1S(=O)(=O)c1ccc(C)cc1	-1.6%	0%	0.0%	1%	-1%	1%	0%	27%	0.4%
CCN(CC)CCCOC(=O)c1ccc(OC)cc1O	nt	0%	6.1%	-18%	-1%	-3%	1%	-19%[20 µM]	0.2%
Cc1c(C)c2ccc(OC(C)C(=O)N3C[C@H]4C[C@@H](C3)c3cccc(=O)n3C4)c(C)c2oc1=O (some centres not stated)	-2.9%	-4%	-0.4%	-44%	1%	3%	-6%	-32%[20 µM]	0.5%
COC(=O)C1=C(C(=O)OC)SC2(S1)C(C(=O)OC)=C(C(=O)OC)SC1=C2c2cccc(C)c2NC1(C)C	2.2%	5%	-2.6%	-50%	-40%	0%	3%	-30%	0.5%
COc1ccc(O)c(/C=N/n2c(-c3ccco3)csc2=Nc2cccnc2)c1	1.9%	6%	9.9%	-9%	16%	3%	-1%	-8%	-0.3%
O=C(/C=C/c1ccccc1F)N1CCN(c2ccccn2)CC1	-1.0%	12%	1.4%	-44%	10%	0%	1%	4%	-0.1%
Cc1nn(CC(=O)NCc2ccco2)c(C)c1[N+](=O)[O-]	-1.3%	-19%	-1.5%	-10%	2%	2%	-5%	8%	-0.3%
Cc1ccc(OCC(=O)NCCNC(=O)c2ccncc2)cc1C	-0.3%	-9%	0.9%	24%	6%	-4%	0%	-32%	0.5%
CCCCNC(=O)c1ccccc1NS(=O)(=O)c1ccc2c(c1)OCCO2	0.7%	5%	1.2%	0%	10%	0%	-5%	-11%	0.2%
O=c1[nH]c(CCl)nc2cc(-c3ccc(Cl)cc3)sc12	0.1%	-4%	13%	93%*	8%	9%	4%	-11%	-0.1%

4 structures out of the list, ordered by molar mass, high to low:
SMILES	KOR beta-arrestin-1	GPR55 LPI antagonism	HIV fusion peptide	NOD1 NF-kB reporter	AID2073	SIAH1 antagonists	GPR35 arrestin U2OS	KOR beta-arrestin-2	GPR55 activation
CCCNC(=O)c1ccc(-c2nc3ccccc3s2)s1	-7.8%	-2%	14%	-50%	?	2%	13%	-16%	-0.2%
CCN(CC)CCCOC(=O)c1ccc(OC)cc1O	nt	0%	6.1%	-18%	-1%	-3%	1%	-19%[20 µM]	0.2%
CC(=O)c1ccc2c(c1)C1C=CCC1C(C(=O)O)N2 (configuration not stated)	nt	0%	59%	-18%	?	30%	9%	-32%[20 µM]	-0.1%
NC(=O)c1ccc(C23CC4CC(CC(C4)C2)C3)o1	1.6%	7%	1.3%	7%	-2%	11%	-6%	-14%	-0.1%

Following part
SMILES	KOR beta-arrestin-1	GPR55 LPI antagonism	HIV fusion peptide	NOD1 NF-kB reporter	AID2073	SIAH1 antagonists	GPR35 arrestin U2OS	KOR beta-arrestin-2	GPR55 activation
Cc1ccc(CN2CCC(Oc3ccc(C(=O)NCc4ccccn4)cc3)CC2)o1	-0.5%	3%	1.9%	-22%	0%	-7%	1%	1%	0.2%
CC(=O)c1ccc(Oc2cc(C)nc(-n3nc(C)cc3C)n2)cc1	8.3%	-26%	-0.1%	-33%	-6%	-4%	0%	-243%	-0.1%
COc1ccc(Cl)cc1NC(=O)C1CC(c2c(F)cccc2Cl)=NO1 (configuration not stated)	nt	-11%	-0.4%	0%	8%	1%	-8%	10%[20 µM]	-0.2%
Cc1cc(NC(=O)c2cc3cccc([N+](=O)[O-])c3[nH]2)ccc1F	13%	-3%	-1.1%	1%	12%	8%	6%	-49%	1.0%
O=C(c1ccccc1)C1CCN(C(=O)Nc2ccccc2)CC1	-4.5%	22%	1.1%	2%	-3%	13%	4%	8%	-0.2%
CNCC(O)COc1ccccc1 (configuration not stated)	-9.2%	13%	0.7%	-5%	-3%	2%	11%	5%	-0.1%
Cc1noc(C)c1CSc1nnc2sc3ccccc3n12	-4.0%	5%	-1.8%	-22%	8%	-3%	-3%	-15%	-0.2%
COc1ccc(CNC(=O)CN(CC2CCCO2)C(=O)CNS(=O)(=O)c2ccc(C)cc2)cc1 (configuration not stated)	4.1%	4%	0.8%	-20%	37%	0%	-12%	-11%	-0.3%
CC(=O)C1C(c2ccc(F)cc2)c2c(noc2C)CC1(C)O (configuration not stated)	nt	6%	-1.1%	1%	-4%	-2%	-16%	-12%	-0.1%
CN(C)/C=C(\C(=O)c1ccccc1)c1nnnn1-c1ccccc1	-0.4%	4%	1.1%	-7%	-12%	15%	-11%	6%	-0.1%
Cc1ccc(NC(=S)N(CCCN2CCCC2)Cc2cccn2Cc2ccc(Cl)cc2)cc1Cl	15%	17%	-1.9%	-4%	0%	-4%	-9%	-27%	1.9%
CCN1C(=O)N(S(=O)(=O)c2ccc(C)cc2)[C@@H](c2ccccc2)C(C(=O)OC)=C1C	-0.8%	-3%	-1.8%	4%	6%	2%	-15%	35%	-0.2%
Cc1cc(C)n(-c2ccc([N+](=O)[O-])cc2)n1	-5.0%	1%	2.2%	-25%	30%	1%	11%	-10%	-0.2%
CNC(=S)N(Cc1ccccc1)Cc1cccnc1	4.5%	6%	0.4%	-8%	-9%	4%	3%	7%	-0.1%
COC(c1ccccc1)c1nnc(CCC(=O)NCCc2ccc(Cl)cc2)o1 (configuration not stated)	-4.4%	4%	1.9%	-34%	-6%	2%	-3%	-34%[20 µM]	-0.3%
CC1CN(CCOc2ccc(Cl)cc2Cl)CC(C)O1 (configuration not stated)	-0.9%	14%	0.4%	-24%	8%	8%	10%	-8%	0.8%
CCOc1ccc(NC(=O)N(CCN(C)C)C(C)c2ccncc2)cc1 (configuration not stated)	-1.7%	3%	0.4%	-4%	15%	0%	-5%	-13%	-0.1%
CC(=O)N1CCN(c2ccccc2NC(=O)c2cc(Br)ccc2Cl)CC1	-3.2%	1%	-0.1%	-2%	4%	-2%	-1%	16%	-0.1%
CCOC(=O)Cc1csc(NC(=O)COc2ccc3c(C)cc(=O)oc3c2)n1	-4.3%	-10%	2.2%	18%	3%	7%	17%	-9%	-0.1%
Cc1ccc(CS(=O)Cc2ccc(C(=O)NC3CCCC(C)C3C)o2)cc1 (configuration not stated)	-6.5%	-3%	-0.3%	4%	0%	0%	-6%	-21%	0.5%
CNC(=O)c1nnc(Cc2ccc(Cl)cc2)o1	1.2%	12%	0.0%	-3%	-3%	-1%	0%	-7%	0.3%
COc1ccc(NC(=O)/C(C#N)=C\C=C\c2ccco2)cc1	-2.8%	-9%	73%	-10%	65%	17%	14%	17%	-0.1%
CCCNC(=O)CC(NS(=O)(=O)c1ccc(OC)cc1)c1ccco1 (configuration not stated)	4.2%	-3%	1.0%	4%	8%	-5%	-12%	6%	-1.2%
O=C(O)CCC(=O)N1N=C(c2cccs2)CC1c1cccc([N+](=O)[O-])c1 (configuration not stated)	-4.0%	15%	0.2%	-18%	3%	12%	-2%	-24%[20 µM]	-0.1%
COc1ccc(C(=O)NNC(=O)c2ccc3ccccc3c2O)cc1	-2.3%	9%	3.4%	-37%	-4%	4%	-4%	4%	-0.2%
O=C(c1ccco1)N(Cc1ccccc1)Cc1ccccn1	-5.4%	-1%	-2.8%	21%	-4%	-1%	10%	-15%[20 µM]	-0.1%
COc1ccc(NC(=O)c2ccccc2NS(C)(=O)=O)cc1OC	-1.4%	0%	-1.4%	-27%	5%	5%	0%	26%	0.1%

Taken from above for reference:
SMILES	KOR beta-arrestin-1	GPR55 LPI antagonism	HIV fusion peptide	NOD1 NF-kB reporter	AID2073	SIAH1 antagonists	GPR35 arrestin U2OS	KOR beta-arrestin-2	GPR55 activation
COc1ccc(C=O)cc1CSc1ncccc1C(=O)O	-6.0%	4%	2.8%	1%	11%	4%	-9%	2%	-0.1%
O=C(O)CN1CCCCC1	nt	16%	-1.0%	9%	-1%	-8%	20%	-10%[20 µM]	0.2%
CCCNC(=O)c1ccc(-c2nc3ccccc3s2)s1	-7.8%	-2%	14%	-50%	?	2%	13%	-16%	-0.2%

A portion of the library; rates above refer to the full screens.
